Screening data as filed in PubChem.
NCOA1 inh: inhibitors of human steroid receptor coactivator 1 (SRC1). Q15788. HEK293 GAL4-SRC1 luciferase reporter, luminescence. inhibition, % at 3.6 µM. 360,000 compounds, 0.12% hits. AID 588354;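 active = inhibition above the campaign mean plus 3 SD, with each screening campaign given its own cutoff, cut at about 60% in these data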;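 also: 0% = DMSO treated cells and 100% = gossypol at 36 µM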
LMP1 NFkB inh: reduces LMP1-driven NF-kappaB luciferase signal; LMP1-induced NF-kappaB luciferase reporter cells, luminescence; inhibition, % at 12.5 µM; 350,000 compounds, 0.69% hits; in the data active = inhibition above about 41%;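 also: 0% = neutral control wells and 100% = reference inhibitor control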
KKLEB tox: CF airway cell cytotoxicity counter-screen | activity change (cytotoxicity), % at 5 µM | 360,000 compounds, 0.36% hits | KKLEB CF airway cells viability, ATPlite luminescence, overnight; hits give low values; cells stimulated with P. aeruginosa culture filtrate;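 active = corrected activity change at or below -50% at 5 µM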
TWEAK Fn14 block: inhibitors of TWEAK-Fn14 interaction signaling; TWEAK-stimulated Fn14 reporter cells, luciferase luminescence, 8 h; AID 1159606; 360,000 compounds, 2% hits; inhibition, % at 10 µM; in the data active = inhibition above about 50%
CF NFkB block: cystic fibrosis NF-kB activation inhibition | inhibition, % at 5 µM | 360,000 compounds, 0.86% hits | KKLEB NF-kB-GFP reporter, PAF-induced, GFP fluorescence overnight;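 active = at least 50% inhibition at 5 µM, scaled per plate between neutral and stimulator controls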;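 also: PAF is a Pseudomonas aeruginosa culture filtrate used as stimulus; plate controls were PAF-stimulated DMSO wells for no effect and unstimulated DMSO wells for full effect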
NCOA3 inh: inhibits human SRC3 coactivator; Q9Y6Q9; HEK293 GAL4-SRC3 luciferase reporter, luminescence; inhibition, % at 3.6 µM; 360,000 compounds, 0.17% hits; AID 588352;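 active = inhibition above a per-campaign cutoff, the mean of all compounds plus 3 SD, cut at about 60% in these data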;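 also: 0% = DMSO-treated cells and 100% = gossypol-treated cells at 36 µM; higher means less SRC3-driven luciferase light from the GAL4 reporter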
NCOA2 inhibitor: inhibits human steroid receptor coactivator 2; Q15596; HEK293 GAL4-SRC2 luciferase reporter, luminescence; inhibition, % at 9 µM; 370,000 compounds, 0.17% hits; AID 651957;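 active = inhibition above the mean inhibition of all tested compounds plus 3 SD, set per campaign, cut at about 52% in these data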;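 also: 0% = DMSO treated cells and 100% = cells given Gossypol at 36 µM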
TRAIL sens C8: sensitizes caspase-8 expressing cells to TRAIL. NB7+C8 cells + TRAIL, ATPlite viability luminescence. inhibition (viability loss, TRAIL sensitization), % at 10 µM. 360,000 compounds, 1% hits;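 active = compounds causing at least 50% loss of cell viability in the single-dose screen, relative to plate controls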
NR2F2 inh: blocks human COUP-TFII nuclear receptor; inhibition, % at 8.6 µM; P24468; HEK293T NGFI-A luciferase reporter, luminescence; 370,000 compounds, 0.7% hits;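 active = inhibition above a per-plate cutoff, mean inhibition of test wells between control levels plus 3 SD, cut at about 38% in these data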;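 also: cells cotransfected with COUP-TFII expression vector driving the NGFI-A reporter; 0% = median of COUP-TF2 test wells and 100% = reporter-only cells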
Target sequence (P24468 whole entry, looked up): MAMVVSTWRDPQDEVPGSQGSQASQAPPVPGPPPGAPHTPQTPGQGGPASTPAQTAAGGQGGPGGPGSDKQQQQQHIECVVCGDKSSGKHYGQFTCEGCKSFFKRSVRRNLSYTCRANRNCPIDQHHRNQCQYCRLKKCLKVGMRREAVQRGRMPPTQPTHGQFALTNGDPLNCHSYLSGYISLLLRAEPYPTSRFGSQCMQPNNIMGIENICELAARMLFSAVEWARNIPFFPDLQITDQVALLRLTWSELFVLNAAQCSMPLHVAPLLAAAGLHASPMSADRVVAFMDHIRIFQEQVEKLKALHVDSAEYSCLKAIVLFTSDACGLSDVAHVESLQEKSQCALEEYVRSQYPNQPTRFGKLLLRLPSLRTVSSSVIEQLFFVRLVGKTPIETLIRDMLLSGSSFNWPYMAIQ
LRH-1 inv ag: NR5A2 inverse agonism in reporter assay | O00482 | HEK293T StAR-luciferase reporter, LRH-1 transfected, 24 h | inhibition, % at 3.6 µM | 360,000 compounds, 0.13% hits | AID 602396;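 active = inhibition above the mean inhibition of all tested compounds plus 3 SD, cut at about 73% in these data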;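 also: 0% = DMSO wells and 100% = reporter-only cells lacking LRH-1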
Target sequence (O00482 whole entry, looked up): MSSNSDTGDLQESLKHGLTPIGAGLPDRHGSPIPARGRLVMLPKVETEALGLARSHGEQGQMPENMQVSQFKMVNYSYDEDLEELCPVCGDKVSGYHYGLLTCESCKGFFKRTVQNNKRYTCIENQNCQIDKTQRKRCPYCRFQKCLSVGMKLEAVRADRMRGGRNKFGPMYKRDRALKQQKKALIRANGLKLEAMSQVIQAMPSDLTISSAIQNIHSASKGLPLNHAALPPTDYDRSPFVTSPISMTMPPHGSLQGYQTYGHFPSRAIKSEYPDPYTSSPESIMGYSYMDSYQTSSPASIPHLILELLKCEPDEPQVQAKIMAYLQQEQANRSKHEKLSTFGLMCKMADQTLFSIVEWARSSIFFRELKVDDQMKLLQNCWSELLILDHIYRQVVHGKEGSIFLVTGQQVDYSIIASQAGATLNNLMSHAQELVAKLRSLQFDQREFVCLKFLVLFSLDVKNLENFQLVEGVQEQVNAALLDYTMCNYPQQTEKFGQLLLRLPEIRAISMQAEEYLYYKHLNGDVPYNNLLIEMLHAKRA
TROY NFkB inh: inhibitors of TROY-dependent NF-kB signaling. Q293 LMP1-TROYcd NF-kB luciferase reporter, 4 h. inhibition, % at 10 µM. 360,000 compounds, 0.98% hits;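 active = compounds whose plate-normalised and pattern-corrected inhibition of the luciferase reporter signal at the single screening dose is 50% or more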
Active calls of the source: *.

For O=C(NCCn1cccn1)c1ccc(OC2CCN(C(=O)C3CC3)CC2)cc1 the results were NCOA1 inh 3, LMP1 NFkB inh 0, KKLEB tox 2, TWEAK Fn14 block -14, CF NFkB block -6, NCOA3 inh -11, NCOA2 inhibitor -2, TRAIL sens C8 -4, NR2F2 inh -9, LRH-1 inv ag -6 and TROY NFkB inh 5.
Screening CCOC(=O)/C(C#N)=C\C1=C(N2CCCC2)CC(C)(C)OC1 returned NCOA1 inh -11, LMP1 NFkB inh 0, KKLEB tox 2, TWEAK Fn14 block -2, CF NFkB block 3, NCOA3 inh 2, NCOA2 inhibitor 9, TRAIL sens C8 -8, NR2F2 inh 8, LRH-1 inv ag 15 and TROY NFkB inh -15.
`COc1ccc(CCN2CCCC(CN(C)Cc3cccc(OC)c3)C2)cc1` (centres undefined) gave NCOA1 inh 2, LMP1 NFkB inh -5, KKLEB tox 2, TWEAK Fn14 block 7, CF NFkB block -8, NCOA3 inh 4, NCOA2 inhibitor -17, TRAIL sens C8 -8, NR2F2 inh -2, LRH-1 inv ag 2 and TROY NFkB inh -4.
CCOC(=O)c1nn(-c2ccc(OC)cc2)c(=O)c2c(N)scc12 was read as NCOA1 inh -11, LMP1 NFkB inh 1, KKLEB tox -10, TWEAK Fn14 block 30, CF NFkB block 1, NCOA3 inh 14, NCOA2 inhibitor -9, TRAIL sens C8 8, NR2F2 inh 9, LRH-1 inv ag 1 and TROY NFkB inh -3.
Screening COc1ccc(CNC(=O)c2c(O)c3ccccc3n(C)c2=O)cc1 returned NCOA1 inh -3, LMP1 NFkB inh 9, KKLEB tox 7, TWEAK Fn14 block 5, CF NFkB block -15, NCOA3 inh 7, NCOA2 inhibitor 1, TRAIL sens C8 4, NR2F2 inh -16, LRH-1 inv ag 15 and TROY NFkB inh 6.
`Cc1ccc(NC(=O)C(C)N2C(=O)c3ccccc3C2=O)cc1` (centres undefined) gave NCOA1 inh -16, LMP1 NFkB inh -3, KKLEB tox 0, TWEAK Fn14 block 14, CF NFkB block 12, NCOA3 inh 7, NCOA2 inhibitor 14, TRAIL sens C8 -3, NR2F2 inh -1, LRH-1 inv ag -12 and TROY NFkB inh 0.
For COc1cc2c(cc1OC)C(=O)C(c1ccc3c(c1)OCO3)CC2 (centres undefined) the results were NCOA1 inh -11, LMP1 NFkB inh -2, KKLEB tox 3, TWEAK Fn14 block -1, CF NFkB block -33, NCOA3 inh 0, NCOA2 inhibitor 12, TRAIL sens C8 -7, NR2F2 inh 4, LRH-1 inv ag -7 and TROY NFkB inh -14.
For CC(NC(=O)c1c(F)cccc1Cl)c1ccc(-n2ccnc2)cc1 (centres undefined) the results were NCOA1 inh -3, LMP1 NFkB inh 0, KKLEB tox 3, TWEAK Fn14 block 0, CF NFkB block -32, NCOA3 inh 22, NCOA2 inhibitor 1, TRAIL sens C8 4, NR2F2 inh -1, LRH-1 inv ag -3 and TROY NFkB inh -25.
For c1ccc(COc2ncnc3c2ncn3CCCN2CCN(Cc3cccc4ccccc34)CC2)cc1 the results were NCOA1 inh 0, LMP1 NFkB inh -14, KKLEB tox -8, TWEAK Fn14 block 43, CF NFkB block 1, NCOA3 inh 8, NCOA2 inhibitor 8, TRAIL sens C8 18, NR2F2 inh 22, LRH-1 inv ag -19 and TROY NFkB inh 30.
For O=C(OCc1cc(=O)n2c(n1)sc1ccccc12)c1ccc(O)cc1 the results were NCOA1 inh -25, LMP1 NFkB inh -20, KKLEB tox 4, TWEAK Fn14 block -106, CF NFkB block -23, NCOA3 inh -5, NCOA2 inhibitor -49, TRAIL sens C8 -5, NR2F2 inh 4, LRH-1 inv ag -16 and TROY NFkB inh -40.
`CCn1c(=O)cc(SCC(=O)NCCCN2CCC(C)CC2)c2ccccc21` gave NCOA1 inh 6, LMP1 NFkB inh -1, KKLEB tox 1, TWEAK Fn14 block -16, CF NFkB block -1, NCOA3 inh 4, NCOA2 inhibitor -34, TRAIL sens C8 -5, NR2F2 inh 1, LRH-1 inv ag 16 and TROY NFkB inh -2.
Screening Cc1ccc(NCC(=O)N/N=C/c2c[nH]c3ccccc23)cc1 returned NCOA1 inh -18, LMP1 NFkB inh -5, KKLEB tox 1, TWEAK Fn14 block 32, CF NFkB block -2, NCOA3 inh 7, NCOA2 inhibitor 24, TRAIL sens C8 -2, NR2F2 inh 2, LRH-1 inv ag 17 and TROY NFkB inh 0.
For O=C(c1cc2c(s1)CCCC2)N1CCN(CCO)CC1 the results were NCOA1 inh -6, LMP1 NFkB inh 2, KKLEB tox -10, TWEAK Fn14 block 8, CF NFkB block 27, NCOA3 inh 12, NCOA2 inhibitor -28, TRAIL sens C8 13, NR2F2 inh -1, LRH-1 inv ag 4 and TROY NFkB inh -15.
`COc1ccc2nc(C)cc(SCC(=O)NNC(=O)COc3cccc4ccccc34)c2c1` gave NCOA1 inh 0, LMP1 NFkB inh 9, KKLEB tox 10, TWEAK Fn14 block 20, CF NFkB block 4, NCOA3 inh -4, NCOA2 inhibitor 0, TRAIL sens C8 15, NR2F2 inh 12, LRH-1 inv ag 6 and TROY NFkB inh 20.
`O=C(Nc1cccc(-c2cn3cccnc3n2)c1)c1ccc2c(c1)OCO2` gave NCOA1 inh -12, LMP1 NFkB inh -5, KKLEB tox 5, TWEAK Fn14 block -16, CF NFkB block 4, NCOA3 inh -8, NCOA2 inhibitor -46, TRAIL sens C8 18, NR2F2 inh 0, LRH-1 inv ag 5 and TROY NFkB inh -6.
`Cc1cc(C)c(OCC(=O)Nc2nnn(C)n2)c(Br)c1` gave NCOA1 inh 5, LMP1 NFkB inh 6, KKLEB tox -1, TWEAK Fn14 block -9, CF NFkB block -1, NCOA3 inh 27, NCOA2 inhibitor -1, TRAIL sens C8 -11, NR2F2 inh 12, LRH-1 inv ag -7 and TROY NFkB inh -2.
`COc1ccc(NC(=S)NC(=O)C2CCCCC2)cc1` gave NCOA1 inh -119, LMP1 NFkB inh -7, KKLEB tox 4, TWEAK Fn14 block -12, CF NFkB block 10, NCOA3 inh -54, NCOA2 inhibitor -52, TRAIL sens C8 5, NR2F2 inh -15, LRH-1 inv ag -36 and TROY NFkB inh -49.
O=C(NC(=S)Nc1ccc(Cl)cc1Cl)C1CC1 was read as NCOA1 inh -91, LMP1 NFkB inh -36, KKLEB tox -13, TWEAK Fn14 block -27, CF NFkB block 18, NCOA3 inh -136, NCOA2 inhibitor -46, TRAIL sens C8 4, NR2F2 inh -31, LRH-1 inv ag -90 and TROY NFkB inh -67.
`COc1ccccc1CNc1nc(Oc2cccc(F)c2)c2sccc2n1` gave NCOA1 inh 8, KKLEB tox -5, TWEAK Fn14 block 1, CF NFkB block 4, NCOA3 inh 17, NCOA2 inhibitor -20, TRAIL sens C8 2, NR2F2 inh 7, LRH-1 inv ag -26 and TROY NFkB inh -23.
CCNC(=O)N(CC)C[C@H]1N[C@@](C)(C(=O)OC)[C@H]2C(=O)N(C)C(=O)[C@@H]12 was read as NCOA1 inh -5, LMP1 NFkB inh -5, KKLEB tox -3, TWEAK Fn14 block 11, CF NFkB block 32, NCOA3 inh -4, NCOA2 inhibitor 17, TRAIL sens C8 -18, NR2F2 inh -11, LRH-1 inv ag -26 and TROY NFkB inh 4.
`O=C(c1ccc(Cl)c([N+](=O)[O-])c1)N1CCN(c2ccccn2)CC1` gave NCOA1 inh 9, LMP1 NFkB inh 6, KKLEB tox 9, TWEAK Fn14 block -29, CF NFkB block 3, NCOA3 inh 13, NCOA2 inhibitor -6, TRAIL sens C8 9, NR2F2 inh -5, LRH-1 inv ag -27 and TROY NFkB inh 5.
Screening COc1ccc(Nc2oc(-c3ccc(Cl)cc3)nc2C#N)cc1 returned NCOA1 inh -98, LMP1 NFkB inh -7, KKLEB tox -10, TWEAK Fn14 block 8, CF NFkB block 20, NCOA3 inh -140, NCOA2 inhibitor -44, TRAIL sens C8 33, NR2F2 inh -31, LRH-1 inv ag -100 and TROY NFkB inh -36.
C#CCOCCOCCOCCNc1nc(N2CCN(C(=O)Cn3cc(CC(C)O)nn3)CC2)nc(N2CCN(C(=O)[C@H]([C@@H](C)CC)n3cc(CCCCN)nn3)CC2)n1 (some centres undefined) was read as NCOA1 inh -24, LMP1 NFkB inh 17, KKLEB tox -15, TWEAK Fn14 block -5, CF NFkB block 25, NCOA3 inh -3, NCOA2 inhibitor -30, TRAIL sens C8 -8, NR2F2 inh -14, LRH-1 inv ag 5 and TROY NFkB inh 2.
For Cc1ccc(C)c(N(CC(=O)NCCC2=CCCCC2)S(C)(=O)=O)c1 the results were NCOA1 inh 1, LMP1 NFkB inh 2, KKLEB tox -4, TWEAK Fn14 block 0, CF NFkB block 2, NCOA3 inh -4, NCOA2 inhibitor -21, TRAIL sens C8 -5, NR2F2 inh -8, LRH-1 inv ag -5 and TROY NFkB inh -4.
CCCN=C1CC(C)(C)CC(=O)/C1=C(/O)CCCN1C(=O)c2ccccc2C1=O was read as NCOA1 inh 9, LMP1 NFkB inh -7, KKLEB tox -2, TWEAK Fn14 block 5, CF NFkB block 8, NCOA3 inh 13, NCOA2 inhibitor -4, TRAIL sens C8 -2, NR2F2 inh -1, LRH-1 inv ag 19 and TROY NFkB inh 3.
Screening CCOC(=O)N1CCC(NC(=O)Cn2cc3c(n2)CCC(C)C3)CC1 (centres undefined) returned NCOA1 inh -9, LMP1 NFkB inh -5, KKLEB tox 5, TWEAK Fn14 block -21, CF NFkB block -1, NCOA3 inh -4, NCOA2 inhibitor 11, TRAIL sens C8 8, NR2F2 inh 3, LRH-1 inv ag -3 and TROY NFkB inh 5.
For CN(Cc1nc2ccc(F)cc2[nH]1)Cc1c(C(=O)N(C)C)nc2ccc(Cl)cn12 the results were NCOA1 inh -9, LMP1 NFkB inh 8, KKLEB tox 10, TWEAK Fn14 block -5, CF NFkB block 0, NCOA3 inh 7, NCOA2 inhibitor -26, TRAIL sens C8 -7, NR2F2 inh 5, LRH-1 inv ag -14 and TROY NFkB inh 2.

Of the compounds above, these contain a thiophene ring, fused or not.
CCOC(=O)c1nn(-c2ccc(OC)cc2)c(=O)c2c(N)scc12 was read as NCOA1 inh -11, LMP1 NFkB inh 1, KKLEB tox -10, TWEAK Fn14 block 30, CF NFkB block 1, NCOA3 inh 14, NCOA2 inhibitor -9, TRAIL sens C8 8, NR2F2 inh 9, LRH-1 inv ag 1 and TROY NFkB inh -3.
For O=C(c1cc2c(s1)CCCC2)N1CCN(CCO)CC1 the results were NCOA1 inh -6, LMP1 NFkB inh 2, KKLEB tox -10, TWEAK Fn14 block 8, CF NFkB block 27, NCOA3 inh 12, NCOA2 inhibitor -28, TRAIL sens C8 13, NR2F2 inh -1, LRH-1 inv ag 4 and TROY NFkB inh -15.
`COc1ccccc1CNc1nc(Oc2cccc(F)c2)c2sccc2n1` gave NCOA1 inh 8, KKLEB tox -5, TWEAK Fn14 block 1, CF NFkB block 4, NCOA3 inh 17, NCOA2 inhibitor -20, TRAIL sens C8 2, NR2F2 inh 7, LRH-1 inv ag -26 and TROY NFkB inh -23.
